T cell modulator = modulators of CD8 T cell-vesicle binding, primary screen, mouse 2C CD8+ T cells, flow cytometry; 2C CD8+ T cell-vesicle binding; active compounds read low; calls only at 7 µM; actives 0.068% (n = 330,000); AID 2052, 2009;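 active = response, share of CD8 T cells binding vesicles, and their 90th percentile fluorescence all below set limits, cut at about 80% in these data, passing the limit was not always enough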
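Material: 2C TCR transgenic mouse naive CD8+ T cells, MACS-purified. Also added: QL9-charged Drosophila Ld/ICAM-1/B7-1 vesicles. Timing: binding 1.5 h at 37 °C. Measured by: high-throughput flow cytometry with anti-B7-1 and anti-CD8 staining. Read-out: percent CD8+ FL2 mean versus row control. Controls: Unloaded micro-vesicles (low), QL9 vesicles with 0.7% DMSO (high).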
GPR35 antagonists = GPR35 antagonists blocking zaprinast-driven arrestin recruitment, primary screen, imaging, U2OS, beta-arrestin-GFP, zaprinast agonist (AID 2058). inhibition, % at 10 µM, or IC50 in µM where a hit was titrated. U2OS GPR35 beta-arrestin-GFP translocation imaging, zaprinast antagonism; higher % means a stronger effect. actives 0.052% (n = 290,000). G-protein coupled receptor 35 (Homo sapiens);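 active = inhibition of at least 50% with at least 30 cells and total cytoplasm GFP at most 10,000,000; inconclusive = under 30 cells or total GFP of 10,000,000 plus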
KOR beta-arrestin-1 = KOR antagonists, beta-arrestin recruitment, cell-based, luminescence, uHTS (AID 1778); actives 0.091% (n = 290,000); KOR beta-arrestin recruitment, luminescence, antagonist mode; higher % means a stronger effect; Kappa-type opioid receptor (Homo sapiens); inhibition, % at 10 µM, or IC50 in µM where a hit was titrated; in the data active = inhibition above about 50%; also: strong numbers were not always called active
KOR beta-arrestin-2 = KOR agonists, beta-arrestin recruitment, primary screen, cell-based, luminescence, uHTS (AID 1777); activation, % at 10 µM; hits with a dose series show EC50 in µM; Kappa-type opioid receptor (Homo sapiens); actives 0.02% (n = 280,000); KOR beta-arrestin recruitment, luminescence; higher % means a stronger effect; in the data active = activation above about 50%, passing the limit was not always enough; also: a part of the inactive calls stands beside numbers as strong as those of hits
GPR55 LPI antagonism = GPR55 antagonists blocking LPI-driven arrestin recruitment, primary screen, imaging, U2OS, beta-arrestin-GFP, LPI agonist (AID 2013); actives 0.13% (n = 290,000); U2OS GPR55 beta-arrestin-GFP translocation imaging, LPI antagonism; higher % means a stronger effect; inhibition, % at 10 µM; hits with a dose series show IC50 in µM;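 active = spots per cell inhibited over 60%, with over 100 cells counted and total cytoplasm intensity under 500,000; inconclusive = wells with under 100 cells, flagged as likely toxic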;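 also: U2OS cells stably carrying GPR55 and arrestin-GFP stimulated by 5 µM LPI near EC80; imaged beta-arrestin-GFP aggregate spots per cell after agonist stimulation; plate controls were LPI-stimulated DMSO wells for no effect and DMSO wells without LPI for full effect; some results filed as inactive read as strong as hits; confirmed hits need IC50 under 10 µM and bright autofluorescent wells are also inconclusive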
PhoP inhibition = inhibitors of PhoP regulon expression, primary screen, Salmonella Typhimurium, GFP reporter (AID 1863); S. Typhimurium PhoP-regulated promoter GFP reporter, 4 h; higher % means a stronger effect; inhibition, % at 50 µM, or IC50 in µM where a hit was titrated; actives 0.16% (n = 300,000);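 active = inhibition over 29.93%, a cutoff 3 SD above the screen mean, later confirmed by dose response; inconclusive = inhibition over 29.93% but no dose response follow-up; inactive = inhibition at most 29.93% or unconfirmed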;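 also: 0% = low Mg2+ inducing control and 100% = high Mg2+ repressing control; strong numbers were not always called active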
West Nile virus CPE = West Nile virus antiviral activity, cell-based, CPE readout (AID 1621) | West Nile virus-infected cells, CPE inhibition; higher % means a stronger effect | one-dose CPE inhibition, % at 10 µM; IC50 in µM for titrated hits | actives 0.02% (n = 290,000); in the data active = a potency from the dose series; inconclusive = CPE inhibition mostly from about 3.7% at the one dose, without a potency; inactive = the rest, 99 in 100 with CPE inhibition below about 2.2%; also: strong numbers were not always called active
GPR55 activation = GPR55 agonists via beta-arrestin recruitment, primary screen, imaging, U2OS cells, beta-arrestin-GFP redistribution (AID 1961); actives 0.048% (n = 290,000); activation, % at 10 µM, or EC50 in µM where a hit was titrated; U2OS GPR55 beta-arrestin-GFP redistribution imaging; higher % means a stronger effect; G-protein coupled receptor 55 (Homo sapiens);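 active = activation above 40% with more than 50 cells counted in the well; inconclusive = wells holding fewer than 50 cells, flagged as toxic or sparse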;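 also: U2OS osteosarcoma cells stably expressing GPR55 and beta-arrestin-GFP; plate controls were DMSO negative control for no effect and LPI positive control for full effect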
NTR1 ag = agonists of NTR1, primary screen, imaging, U2OS cells, beta-arrestin-GFP, high content (AID 493036); Neurotensin receptor type 1 (Homo sapiens), P30989; NTR1-U2OS beta-arrestin-GFP spot imaging, agonist mode; activation, % at 20 µM; actives 0.17% (n = 330,000);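 active = activation at or above 40% of the spot to cytoplasm intensity ratio, with at least 20 cells analyzed; inconclusive = wells under 20 cells, flagged as cytotoxic or low count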;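 also: 0% = DMSO without peptide and 100% = 100 nM NTR1 peptide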
Target sequence (P30989 whole entry, looked up): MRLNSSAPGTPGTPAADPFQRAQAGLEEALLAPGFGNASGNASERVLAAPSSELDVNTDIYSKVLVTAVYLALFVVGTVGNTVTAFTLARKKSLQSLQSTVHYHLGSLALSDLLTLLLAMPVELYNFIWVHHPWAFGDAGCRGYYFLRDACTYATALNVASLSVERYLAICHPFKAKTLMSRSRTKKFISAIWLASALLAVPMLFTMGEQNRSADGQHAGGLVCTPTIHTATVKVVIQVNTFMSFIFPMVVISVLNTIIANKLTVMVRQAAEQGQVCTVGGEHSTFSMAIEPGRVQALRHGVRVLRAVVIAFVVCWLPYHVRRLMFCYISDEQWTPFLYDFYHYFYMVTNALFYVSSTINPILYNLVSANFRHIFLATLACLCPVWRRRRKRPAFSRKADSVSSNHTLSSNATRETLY
T cell modulator vesicle-bound % = second read-out of T cell modulator, no call of its own (marks repeat the call); double positive events, %; measured here: CD8+ vesicle-bound cell fraction;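 binding gate set so that unloaded-vesicle control wells show 10% double positive cells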
NTR1 ag cell count 20 µM = second read-out of NTR1 ag, no call of its own (marks repeat the call); cell count; measured here: cell count, cytotoxicity flag
* = called active by the depositor; i = inactive; ? = inconclusive; nt = not tested or not shown; + = active, no number; [ ] = dose if it differs, or a comment.

Compound	T cell modulator	T cell modulator vesicle-bound %	GPR35 antagonists	KOR beta-arrestin-1	KOR beta-arrestin-2	GPR55 LPI antagonism	PhoP inhibition	West Nile virus CPE	GPR55 activation	NTR1 ag	NTR1 ag cell count 20 µM
CCN(CC)c1ccc(C(=O)N/N=C/c2ccc(N3CCOCC3)cc2)cc1	i	55	-2%	-6%	-2.2%	10%	5%	-0.1%	0.9%	2.4	86
O=C(COc1ccc2c(c1)OCO2)Nc1cccc(F)c1	i	23	-4%	5%	-4.5%	-3%	5%	0.1%	?	0.5	35
Cc1cc(C(=O)CN2CCC(C)CC2)c(C)n1-c1ccc(F)cc1	i	54	-9%	9%	-1.4%	7%	14%	-0.3%	0.1%	6.5	67
CCOC(=O)C(NC(=O)Nc1ncccn1)(Oc1ccccc1)C(F)(F)F (centres undefined)	i	13	14%	-40%	5.2%	-1%	-12%	2.2%	0.3%	-0.7	60
CCc1nnc(SCCSc2nnc(CC)n2N)n1N	i	24	12%	10%	1.4%	2%	-5%	0.0%	-0.1%	-3.1	93
CCCc1cc(=O)oc2c(CN3CCN(C)CC3)c(O)ccc12	i	56	-3%	-27%	0.7%	0%	1%	-0.7%	-0.3%	0.5	88
C[C@H](NC(=O)Nc1ccccc1F)C(=O)O	i	58	1%	-1%	1.5%	7%	-13%	0.1%	-0.2%	1.3	50
Cc1nc2ccccc2c(=O)n1/N=C/c1ccc([N+](=O)[O-])o1	i	49	9%	3%	4.3%	7%	-5%	?	-0.1%	0.5	58
CCSc1ccccc1C(=O)N1CCN(Cc2ccc3c(c2)OCO3)CC1	i	23	-11%	-21%	3.3%	1%	-7%	-0.7%	-0.1%	-0.5	65
Cc1nn(-c2ccccc2)c(N2CCCC2)c1/C=N/O	i	10	1%	4%	-2.5%	8%	2%	-0.9%	-0.2%	-1.2	79
N#Cc1c(N)nc2c3c(sc(=N)c2c1N)NC(=O)CC3c1c(F)cccc1Cl (centres undefined)	i	28	3%	-30%	1.0%	-14%	6%	0.3%	0.3%	5.2	87
CN(Cc1ccccc1)C1(CNC(=O)CCC(F)(F)F)Cc2ccccc2C1	i	60	0%	-11%[20 µM]	-2.1%	9%	3%	-1.4%	1.2%	3.0	57
CC(NC(=O)c1ccccc1F)c1nnc(SCC(=O)NC2CCCC2)n1C (centres undefined)	i	50	-2%	-2%	2.8%	-10%	-2%	-0.2%	0.2%	3.1	37
COc1ccc(CN2CCNC(=O)C2CC(=O)NC2CCOCC2)c(F)c1 (centres undefined)	i	63	-2%	-18%	4.4%	-1%	8%	-0.4%	-0.1%	0.6	57
CCOC(=O)C(C)c1nc2ccccc2[nH]c1=O (centres undefined)	i	64	-24%	-12%	3.2%	-3%	-1%	-0.3%	-0.1%	1.0	53
COc1ccccc1CCNC(=O)C1CCCO1 (centres undefined)	i	31	-14%	30%	7.3%	-4%	-3%	0.1%	-0.1%	-1.0	54
CCOC(=O)C1CCN(c2nc(N)c3c(N)nc(SCC(=O)O)cc3c2C#N)CC1	nt	nt	6%	-117%	24%	-1%	-27%	-0.2%	-0.2%	nt	nt
Cc1ccc(C2=NS(=O)(=O)N(C)C(C(=O)N3CCOCC3)=C2)cc1	i	20	-12%	13%[20 µM]	-2.4%	9%	nt	-0.9%	-0.1%	2.1	88
Cn1c(SCC(=O)Nc2nc3c(s2)CCCC3)nnc1-c1ccccc1	i	34	4%	6%	0.0%	-7%	-6%	-0.5%	0.6%	1.6	88
Cc1ccc(N2C(=O)CC(N(CCc3ccccc3)C(=S)Nc3ccc(N(C)C)cc3)C2=O)cc1 (centres undefined)	i	36	-8%	-42%	2.9%	1%	10%	-0.7%	0.2%	22	88
NC(=O)c1cc[n+](Cc2ccc([N+](=O)[O-])cc2)cc1	i	20	-2%	7%	2.2%	2%	-3%	-0.3%	0.0%	-0.4	52
CN1/C(=C\C(=S)Nc2ccccc2)C(C)(C)c2ccccc21	i	51	0%	21%	2.1%	-9%	1%	-1.9%	0.0%	-1.7	73
O=C(/C=C/c1cn(-c2ccccc2)nc1-c1ccc2c(c1)OCCO2)NCCCN1CCOCC1	i	49	-19%	-64%	11%	11%	-6%	3.3%	1.2%	-1.1	42
CC(=O)Nc1cccc(NC(=O)C2CCCN2C(=O)Nc2ccccc2C)c1 (centres undefined)	i	36	10%	24%	-2.7%	-3%	7%	0.3%	0.3%	-0.6	50
CCO[C@@H]1OC(C(=O)NC2CC2)=C[C@H](C(C)(C)C)[C@H]1CCCO	i	52	14%	-10%	-1.1%	-4%	0%	-0.4%	-0.1%	-1.9	73
COCC1CCCN(Cc2nc(Cc3ccccc3)no2)C1 (centres undefined)	i	39	-3%	-42%[20 µM]	0.3%	-3%	-1%	-0.6%	-0.1%	-1.4	56
CC(=O)c1ccc(N(C(=O)c2ccco2)C(C(=O)NC2CCCC2)c2cccs2)cc1 (centres undefined)	i	23	-14%	-6%	8.0%	0%	4%	-1.4%	-0.2%	2.9	42
CCOc1ccc(N2Nc3n[nH]c(N)c3N2)cc1	i	31	-5%	22%	-4.8%	-2%	-5%	0.1%	0.3%	-1.7	91
Cc1cc(C)nc(/N=C(\N)C2=C(O)CC(C)(C)CC2=O)n1	i	43	6%	-4%	-1.8%	11%	-7%	-0.3%	-0.3%	3.1	84
O=C(NCCCN1CCCC1)c1ccc2c(c1)N(Cc1cccc(Cl)c1)C(=O)c1ccccc1S2=O (centres undefined)	i	45	5%	-26%	13%	3%	6%	22%	-0.1%	0.6	74
C=CCNC(=S)Nc1ccc(C)cc1[N+](=O)[O-]	i	7	-9%	9%	1.8%	4%	-4%	0.3%	0.1%	-1.1	36
Nc1ccc(S(=O)(=O)N2CCCC2)cc1	i	46	6%	-20%	4.6%	-4%	-2%	0.0%	-0.1%	0.7	62
COc1ccc(CN(C(=O)c2ccco2)c2ccccc2)cc1	i	60	5%	-4%	4.3%	-4%	-3%	-0.4%	-0.3%	-1.0	53
CC(C)NC(=O)CC(=O)N/N=C/c1cccs1	i	48	5%	-2%[20 µM]	nt	5%	-3%	0.1%	-0.1%	0.3	71
CCOc1ccccc1NC(=O)c1ccc2[nH]c(C)c(C)c2c1	i	17	15%	-18%	-3.7%	1%	8%	-0.4%	-0.3%	1.7	46
CCOC(=O)C1=C(N)c2ccccc2CC1C1CCCC1 (centres undefined)	i	38	-15%	-4%	nt	-11%	-3%	-0.2%	-0.1%	5.8	50
Cc1nnc(SCC(=O)NN2C(=O)NC3(CCCCC3)C2=O)s1	i	44	-9%	0%	1.7%	-1%	-11%	-0.2%	-0.2%	0.4	43
Cc1ccc(S(=O)(=O)N2CCN(C(=O)Cn3nc(C)c([N+](=O)[O-])c3C)CC2)c(C)c1	i	6	0%	12%	-5.5%	16%	10%	-0.2%	-0.1%	-0.5	62
COc1ccc(C(=O)CCC(C)(C)[N+](=O)[O-])cc1OC	+	3.5*	-4%	-46%	-1.2%	8%	5%	0.0%	0.2%	2.8	63
CCOC(=O)C1CCN(C(=O)c2sc3ncnc(N4CCC(C)CC4)c3c2C)CC1	i	52	-9%	26%	5.4%	5%	2%	1.4%	-0.3%	1.4	89

(further entries)
Values run as follows: T cell modulator	T cell modulator vesicle-bound %	GPR35 antagonists	KOR beta-arrestin-1	KOR beta-arrestin-2	GPR55 LPI antagonism	PhoP inhibition	West Nile virus CPE	GPR55 activation	NTR1 ag	NTR1 ag cell count 20 µM
COc1ccc(/C=N/NC(=S)Nc2ccccc2)cc1COc1ccc(F)cc1
  i	4	4%	-28%	-0.6%	-1%	0%	-0.5%	0.2%	5.9	50
Cc1ccccc1NC(=O)Cc1nc(COC(=O)C(C)C)cs1
  i	28	-2%	1%	2.8%	15%	-1%	-0.2%	-0.1%	-0.2	58
CC(C)n1nc(C(=O)Nc2nnc(SCc3c(Cl)cccc3Cl)s2)c2ccccc2c1=O
  nt	nt	-23%	-90%	0.0%	9%	-8%	0.5%	0.0%	14	48
Cc1ccc(S(=O)(=O)NC(=O)c2ccccc2F)cc1
  i	19	-3%	7%	-1.0%	13%	-18%	-0.1%	-0.2%	1.8	51

3 entries picked at random from the list so far:
Values run as follows: T cell modulator	T cell modulator vesicle-bound %	GPR35 antagonists	KOR beta-arrestin-1	KOR beta-arrestin-2	GPR55 LPI antagonism	PhoP inhibition	West Nile virus CPE	GPR55 activation	NTR1 ag	NTR1 ag cell count 20 µM
COc1ccc(/C=N/NC(=S)Nc2ccccc2)cc1COc1ccc(F)cc1
  i	4	4%	-28%	-0.6%	-1%	0%	-0.5%	0.2%	5.9	50
Cc1ccccc1NC(=O)Cc1nc(COC(=O)C(C)C)cs1
  i	28	-2%	1%	2.8%	15%	-1%	-0.2%	-0.1%	-0.2	58
CC(C)n1nc(C(=O)Nc2nnc(SCc3c(Cl)cccc3Cl)s2)c2ccccc2c1=O
  nt	nt	-23%	-90%	0.0%	9%	-8%	0.5%	0.0%	14	48

Assay outcomes deposited in PubChem BioAssay by several laboratories.
